DENV2 CPE: DENV2-induced cell death inhibition | DENV2-infected cells, cytopathic effect rescue, plate reader | CPE inhibition, % at 9.99 µM | 350,000 tested, 1.7% active; in the data active = CPE inhibition above about 20%, passing the limit was not always enough; inconclusive = no clear call, values can overlap the other calls; tested in BHK-21 cells;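 note: 0% = median of neutral control wells and 100% = median of positive control wells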
E-selectin induc: E-selectin induction on HUVECs | activation, % at 7.58 µM | 260,000 tested, 0.37% active | HUVEC E-selectin immunofluorescence imaging; normalized: neutral wells 0, TNF-alpha wells 100 | P16581;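 active = mean E-selectin-positive cell signal at least 10% of the positive control, reached in at least 60% of replicates, without over 20% cell loss; inconclusive = no rule given, readout overlaps actives, possibly toxicity-flagged; inactive = the rest, including those meeting only one limit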;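 note: in these data hits start at about 27%; measured in HUVEC primary endothelial cells; signal is the percent of cells scored E-selectin positive by PE staining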
Target sequence (P16581 whole entry, looked up): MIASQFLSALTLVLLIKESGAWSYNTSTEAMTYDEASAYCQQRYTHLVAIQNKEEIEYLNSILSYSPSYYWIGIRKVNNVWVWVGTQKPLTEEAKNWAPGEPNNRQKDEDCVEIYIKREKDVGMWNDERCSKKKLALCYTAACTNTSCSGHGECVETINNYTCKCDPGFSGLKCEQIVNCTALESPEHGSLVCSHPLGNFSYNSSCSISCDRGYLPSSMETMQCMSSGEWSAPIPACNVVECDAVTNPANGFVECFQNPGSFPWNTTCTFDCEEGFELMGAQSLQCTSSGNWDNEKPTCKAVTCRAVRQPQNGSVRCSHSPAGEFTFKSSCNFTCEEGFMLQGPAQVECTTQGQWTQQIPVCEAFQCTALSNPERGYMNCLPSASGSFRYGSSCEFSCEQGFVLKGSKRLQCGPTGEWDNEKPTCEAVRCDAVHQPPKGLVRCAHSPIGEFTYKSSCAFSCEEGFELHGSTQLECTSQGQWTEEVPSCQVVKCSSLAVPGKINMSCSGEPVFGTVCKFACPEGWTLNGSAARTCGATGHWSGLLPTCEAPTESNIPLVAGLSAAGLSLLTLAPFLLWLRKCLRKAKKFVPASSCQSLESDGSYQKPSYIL
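Material: HUVEC primary endothelial cells; Amount: 3,000 cells per well; Dosing: single concentration; Medium: EGM-2 growth medium on 0.1% gelatin-coated wells; Read-out basis: percent E-selectin-positive cells; Signal: immunofluorescence imaging; Control set: TNF-alpha, DMSO.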
INS-1E GSIS act: GLuc luminescence reporter in INS-1E cells, primary screen for activators of glucose-dependent secretion of insulin; INS-1E GLuc reporter insulin secretion, 2-3 h; activation, % at 16.6 µM; 370,000 tested, 0.61% active;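 active = lowest replicate activation of at least 40%, so every replicate reaches that level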;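 note: 0% = median of neutral control wells and 100% = median of IBMX positive control wells; some compounds called inactive have numbers as strong as hits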
CFTR F508del cor: correctors of CFTR F508del function in bronchial epithelial cells; activity (quench increase), % at 7.58 µM; 350,000 tested, 0.36% active; CFBE cells, YFP halide quenching; stimulated with forskolin plus potentiator P3; % fluorescence drop versus neutral controls; AID 720511;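 active = mean added fluorescence quench of at least 8% versus neutral control, with both replicates also reaching 8%; inconclusive = only one of the mean or replicate conditions met; inactive = mean below 8% and not both replicates reaching 8%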;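 note: cells transiently co-express mutant CFTR-F508del with the halide-sensitive YFP; corrector assay measuring rescue of mutant channel to the surface after 24 h compound exposure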
RAD54 inh: blocks human RAD54 Holliday junction branch migration; FAM/BHQ fluorescence; Q92698; inhibition, % at 10.4 µM; 360,000 tested, 0.14% active;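 active = mean normalized replicate activity at least 40 and at least half of replicates scoring 40 or more; inconclusive = only one of the two criteria met; inactive = mean below 40 and under half of replicates reaching 40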;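 note: 0% = median of neutral control wells and 100% = median of positive control wells; inhibitors cause a drop in the FAM fluorescence signal; in these data hits start at about 50%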
XiGFP reactiv: reactivates the inactive X chromosome in mouse fibroblasts; 360,000 tested, 0.055% active; XiGFP mouse fibroblasts, % GFP-positive cells imaging, 3 d; cells co-treated with 5-aza-dC sensitizer; scaled so ellipticine positive control = 100%; activation, % at 7.58 µM;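 active = mean normalized replicate activation at least 10% and every replicate at or above 10%; inconclusive = only one of the two criteria met; inactive = mean below 10% and not all replicates reach 10%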;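 note: 0% = median of on-plate neutral control wells and 100% = ellipticine 6 µM median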
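Assay system – SV40-immortalized XiGFP fibroblast cells, line 68-5-11 · Buffer or medium – DMEM supplemented with 5-aza-dC as sensitizing agent · Dosing – one concentration, pinned · Benchmarks – positive control ellipticine, 6 µM final · Times – 3 days compound exposure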
RAD52 inh: blocks human RAD52 DNA annealing; P43351; recombinant RAD52 DNA annealing, FRET fluorescence; inhibition, % at 18.7 µM; 360,000 tested, 0.46% active;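 active = every replicate showing at least 50% inhibition; inconclusive = mean inhibition at least 50% but not in every replicate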
Target sequence (P43351 whole entry, looked up): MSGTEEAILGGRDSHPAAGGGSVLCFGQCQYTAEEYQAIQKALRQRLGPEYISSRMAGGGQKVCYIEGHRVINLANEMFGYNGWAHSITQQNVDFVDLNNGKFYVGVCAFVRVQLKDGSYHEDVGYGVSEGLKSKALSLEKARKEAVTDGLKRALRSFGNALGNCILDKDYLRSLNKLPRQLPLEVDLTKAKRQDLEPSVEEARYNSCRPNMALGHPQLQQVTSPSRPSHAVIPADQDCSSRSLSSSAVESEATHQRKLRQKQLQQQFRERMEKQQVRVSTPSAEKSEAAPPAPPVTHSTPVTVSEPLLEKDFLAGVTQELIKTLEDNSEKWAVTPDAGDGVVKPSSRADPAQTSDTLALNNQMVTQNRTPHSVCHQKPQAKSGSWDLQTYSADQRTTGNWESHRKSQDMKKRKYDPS
CASP6 VEID inh: caspase-6 (human) enzyme inhibition | purified caspase-6, Z-VEID-R110 cleavage fluorescence | inhibition, % at 12.5 µM | 350,000 tested, 0.53% active | AID 686996;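 active = mean inhibition across replicates at least about 35%, with every replicate also reaching that limit, limit read from the data; inconclusive = only one of the two criteria met; inactive = neither criterion met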;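 note: 0% = median of neutral control wells and 100% = no fluorescence left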
The depositor's hits bear a star; ? = inconclusive; . = no result given.

SMILES	DENV2 CPE	E-selectin induc	INS-1E GSIS act	CFTR F508del cor	RAD54 inh	XiGFP reactiv	RAD52 inh	CASP6 VEID inh
O=C(CSc1nnc(-c2cccc(F)c2)o1)N1CCOCC1	0.1	-0.2	-0.4	-2.2	1.0	0.1	-0.5	-2.7
O=C(Nc1ccc(F)cc1)N1CCCCN2[C@H](CO)[C@H](c3ccc(C4=CCCCC4)cc3)[C@@H]2C1	2.3	-0.3	-13.6	-3.4	8.0	0.1	-15.1	1.2
O=C(COC(=O)/C=C/c1ccccc1Cl)NCc1ccco1	9.0	0.2	2.7	-2.4	.	0.0	-10.5	1.9
COCC(=O)N(C)C[C@@H]1Oc2ncc(C#CC(C)(C)O)cc2C(=O)N([C@@H](C)CO)C[C@H]1C	2.6	0.2	27.8	0.6	-1.4	0.1	-2.6	2.3
CC(=O)OC/C=C(\C)CCC=C(C)C	-13.4	.	1.0	-1.9	1.6	.	-10.0	-0.1
CCn1cc(Br)c(C(=O)Nc2ccc(Cl)cc2Cl)n1	.	.	19.4	.	-6.7	.	-8.1	-2.3
O=C(C[C@@H]1C[C@H]2c3cc(NS(=O)(=O)c4ccc(F)cc4)ccc3O[C@H]2[C@@H](CO)O1)N1CCCCC1	.	1.5	7.7	-2.8	7.2	0.2	-2.8	-0.7
CCN1[C@H](C(=O)OC)[C@@H](CO)[C@@H]2Cn3c(ccc(C4=CCCCC4)c3=O)[C@@H]21	9.5	0.0	13.8	-5.4	6.2	0.0	-20.1	-5.2
CC(c1ccncn1)N(C)C(=O)c1ccc2oc(Cc3ccccc3)nc2c1 (stereo not given)	8.1	-1.5	7.2	-0.9	-9.1	0.3	-2.5	-1.0
COC(=O)c1ccc(Cn2nc(C)c([N+](=O)[O-])c2C)o1	13.4	0.6	4.1	-1.3	.	0.1	-5.4	-1.4
C[C@H]1CN([C@@H](C)CO)C(=O)c2cccc(NC(=O)C3CCCCC3)c2O[C@H]1CN(C)S(=O)(=O)c1ccc(F)cc1	0.6	0.8	4.1	-2.4	3.0	-1.3	22.0	2.7
O=C(c1cccc(Cl)c1)N1CCC2CC1c1cc(-c3ccc(F)cc3)ccc12 (stereo not given)	2.5	.	-12.3	2.4	1.8	0.0	1.9	-1.7
O=C(NCc1ccccc1)c1onc(CSc2ccc(Cl)cc2)c1C(=O)NCc1ccccc1	-11.3	-0.2	3.2	0.3	-3.9	0.0	-10.0	-3.4
O=c1cc(O)cc2n1CCC2	?	-0.1	13.7	-0.3	.	-0.1	-12.3	-0.3
CCn1c(SCC(=O)NCc2ccccc2)nc2nc3c(cc2c1=O)CCCC3	4.4	0.1	44.8	3.5	.	0.0	-2.6	-2.8
COc1ccc(CN2C(=O)CS/C2=N/N=C/c2cccs2)cc1	-0.3	.	.	2.2	5.0	0.0	-23.3	-0.2
O=C(NCC[C@H]1CC[C@H](NC(=O)C2CCCC2)[C@@H](CO)O1)Nc1ccc(Cl)cc1	4.1	0.2	-11.4	-0.2	1.1	0.1	2.9	-5.3
O=C(NCCN1CCOCC1)c1sc2ccccc2c1Cl	-10.8	.	12.1	-0.2	.	0.2	-0.3	1.0
C[C@@H]1CN([C@@H](C)CO)C(=O)c2c(c3ccccc3n2C)-c2ccccc2CO[C@H]1CN(C)Cc1ccc2c(c1)OCO2	2.8	5.1	-3.8	3.1	.	0.0	5.4	1.8
Cc1ccc(SCc2c(C(=O)N/N=C/C3CC=CCC3)nnn2-c2nonc2N)cc1 (stereo not given)	13.7	.	.	-3.1	.	5.2	-6.4	-7.2
COc1ccc(CN(C)C[C@@H]2Oc3ccc(NC(=O)NC4CCCCC4)cc3C(=O)N([C@@H](C)CO)C[C@@H]2C)cc1	-1.2	.	-0.1	1.2	17.5	-1.0	10.3	-2.1
COc1cccc(-c2ncc3ccccc3c2COC(=O)CCC(=O)O)c1	18.0	0.2	.	-0.1	-9.1	0.1	-1.1	0.1
COc1ccc(CNC(=O)COC(=O)/C=C/c2ccco2)cc1	-8.4	-3.4	8.4	-1.4	-11.0	0.4	-14.0	19.8
CC1CN(C(=O)c2cc3ccccc3oc2=O)CC(C)O1 (stereo not given)	-3.7	.	8.3	2.3	-11.8	.	-9.9	2.5

Random excerpt: 2 compounds from above, in no set order.
SMILES	DENV2 CPE	E-selectin induc	INS-1E GSIS act	CFTR F508del cor	RAD54 inh	XiGFP reactiv	RAD52 inh	CASP6 VEID inh
O=C(c1cccc(Cl)c1)N1CCC2CC1c1cc(-c3ccc(F)cc3)ccc12 (stereo not given)	2.5	.	-12.3	2.4	1.8	0.0	1.9	-1.7
CC1CN(C(=O)c2cc3ccccc3oc2=O)CC(C)O1 (stereo not given)	-3.7	.	8.3	2.3	-11.8	.	-9.9	2.5

Continued:
SMILES	DENV2 CPE	E-selectin induc	INS-1E GSIS act	CFTR F508del cor	RAD54 inh	XiGFP reactiv	RAD52 inh	CASP6 VEID inh
COc1ccc(NC(=O)c2ccco2)cc1NC(=O)COc1ccccc1	-8.0	2.3	11.1	-2.3	2.7	0.1	6.0	-3.2
COc1ccc(Cn2ccnc2SCC(=O)NC2CCCC2)cc1	10.2	-1.6	0.6	-3.3	4.2	0.1	-20.2	-0.8
COc1ccc(CCNS(=O)(=O)c2ccc(C3CNC(=O)C3)cc2)cc1OC (stereo not given)	3.6	.	9.2	-0.8	0.0	.	-11.2	-0.6
Cc1ccc(S(=O)(=O)NC(C)(C)CN2CCCCC2)cc1	-1.1	.	.	-1.4	-6.1	0.1	-48.6	-0.9
COc1ccc(CN(C)C[C@H]2OCCCC[C@@H](C)Oc3ccc(NC(=O)Nc4ccc(C(F)(F)F)cc4)cc3C(=O)N([C@@H](C)CO)C[C@H]2C)cc1	0.8	.	-13.3	6.0	1.7	-0.1	33.1	-1.6
OCCN1CCN(C(=S)Nc2ccc(Oc3ccccc3)cc2)CC1	-12.9	.	2.4	3.1	.	0.1	-17.8	-3.7
Cc1c(NS(=O)(=O)c2ccccc2F)c(=O)n(-c2ccccc2)n1C	1.2	.	16.0	-2.0	1.3	0.1	-5.6	-2.3
Nc1nnc(CC(=O)N/N=C\c2ccc(-c3cccc(Cl)c3)o2)s1	-5.3	0.0	10.8	0.7	-1.1	0.2	-14.6	0.0
CC(=O)c1c(C)[nH]c(-c2ccccc2)c1C	0.6	.	-6.3	-2.7	0.5	0.0	-22.2	3.8
O=C1/C(=C/c2cccc(F)c2)Oc2cc(O)ccc21	3.5	0.8	-2.3	7.3	6.4	0.3	13.6	.
CN1CCN(C(=O)C[C@@H]2CC[C@H]3[C@H](COc4ccc(NC(=O)c5ccc(F)c(F)c5)cc4C(=O)N3C)O2)CC1	3.1	-0.1	5.4	1.9	12.1	0.2	5.6	0.9
COc1ccc(C2CC(c3ccc(OC)c(OC)c3)=NN2C(=O)c2ccccc2)cc1 (stereo not given)	19.6	0.1	66.5*	0.9	-9.2	0.1	-1.4	-0.6
CCC(Cc1ccccc1)NC(=O)CN(C)S(=O)(=O)c1ccc2c(c1)c(=O)n(C)c(=O)n2C (stereo not given)	?	0.0	.	-1.3	-5.7	0.2	5.1	2.5
O=C(CSc1cccc[n+]1[O-])c1cccs1	6.7	.	-3.5	2.7	.	0.1	-8.4	-2.4
CCC(=O)N1CC2(C1)CN(S(C)(=O)=O)[C@@H](CO)c1c2c2ccc(OC)cc2n1C	-4.6	-0.5	8.4	-3.8	.	0.2	-3.8	.
Cc1nn(-c2ccccc2)c(Cl)c1C(=O)NCc1ccccc1F	-2.3	.	6.9	-1.3	5.7	0.0	-4.1	0.3
O=S(=O)(c1ccc(F)cc1)N1CCCC1	3.4	0.6	12.3	-0.5	4.4	0.0	-0.2	-2.5
Cc1ccc(S(=O)(=O)N2C[C@H]3C(=O)C[C@@H](c4ccccc4)N(S(=O)(=O)c4ccccc4)[C@H]3C[C@H]2c2ccccc2)cc1	6.7	0.1	5.5	2.0	-4.2	-0.1	-3.3	-1.4
Cc1noc(C)c1NC(=O)N(C)C[C@@H]1OCCCC[C@H](C)Oc2ccc(NC(=O)C3CCCCC3)cc2C(=O)N([C@@H](C)CO)C[C@H]1C	?	0.6	-1.7	0.5	-3.2	-0.3	12.9	-1.2
CCOC(=O)NC(=O)c1cn(Nc2ncc(Cl)cc2C(F)(F)F)c(=O)[nH]c1=O	3.1	1.8	.	1.1	-7.6	0.0	-10.9	1.4
Cc1ccc(OCC(=O)NCCCNC(=O)c2ccncc2)cc1	-4.4	0.1	10.3	-1.8	2.7	0.0	-14.2	0.0
C[C@@H]1CN([C@H](C)CO)C(=O)c2cccc(NC(=O)C3CCCCC3)c2O[C@H]1CN(C)Cc1ccc(C(=O)Nc2ccccc2N)cc1	-6.8	0.2	-10.5	-2.5	-4.0	-0.3	-4.8	-2.7
CC1(CCc2ccccc2)NC(=O)N(CC(=O)Nc2ccccc2C#N)C1=O (stereo not given)	4.5	15.0	20.6	-6.1	.	0.4	3.2	1.6
O=C(Nc1ccc([N+](=O)[O-])cc1)c1cc(Cl)sc1Cl	-3.8	.	.	0.7	-1.2	0.1	-5.5	-7.0
Cc1nc2c(c(C)nn2-c2ccccc2)c(C)c1Cl	-7.8	0.2	-5.1	0.0	-3.9	0.0	-8.1	-1.9
Cc1noc(C)c1CSc1ccccc1C(=O)N(C)CC(=O)Nc1cccc(F)c1	-3.8	.	0.8	-0.5	-6.2	0.1	14.3	-167.9
CC(C)C/C=C1\CCc2c([nH]c3ccccc23)C1=O	-3.0	-0.1	7.1	-2.5	10.5	0.3	-4.7	8.0
CC(=O)N1CC2(C1)[C@@H](c1ccccc1)[C@@H](CO)N2Cc1cccc(Cl)c1	12.3	0.2	-9.5	-2.0	.	0.0	-1.4	-0.2
CCC(=O)N1CC2(C1)[C@H](c1ccc(-c3ccccc3C)cc1)[C@H](CO)N2C(C)=O	-7.6	-0.1	-3.7	-2.7	.	0.0	-11.4	0.8
O=C(Nc1cccc(Cl)c1)C1CCCN(c2cnccn2)C1 (stereo not given)	0.2	.	9.2	2.6	10.4	0.0	-18.2	-0.2
FC(F)(F)c1cccc(-c2ccn3ncnc3n2)c1	-1.9	.	8.8	3.0	.	0.4	-4.7	-4.7
CCCNC(=O)C[C@H]1CC[C@@H]2[C@H](COC[C@@H](O)CN2C(=O)Nc2ccccc2OC)O1	7.1	0.0	7.2	0.6	0.8	0.0	14.8	2.3
CC(C)NC(=O)N(C)C[C@@H]1OCCCC[C@@H](C)Oc2ccc(NS(=O)(=O)c3ccc(Cl)cc3)cc2C(=O)N([C@H](C)CO)C[C@@H]1C	-8.7	0.0	16.5	0.6	3.9	0.0	11.4	-2.0
CCCNc1nc2c(c(=O)n(C)c(=O)n2C)n1Cc1ccc(F)cc1	?	0.0	.	4.0	-1.2	0.3	1.6	-0.6
COCCOC(=O)C1=C(C)Nc2cc(=O)[nH]c(=O)n2C1c1cccc([N+](=O)[O-])c1 (stereo not given)	.	-1.2	-16.9	.	0.8	0.0	.	.
Cc1occc1C(=O)N/N=C/c1cccc2ccccc12	5.5	.	2.4	-2.4	-3.0	0.1	-13.1	-1.6
O=C(/C=C/c1ccccc1)N1CCN(S(=O)(=O)c2ccc(F)cc2)CC1	-1.1	.	-2.1	-3.0	.	0.1	-12.4	0.5
CCO[C@H]1OC(C(=O)N2CCN(Cc3ccc4c(c3)OCO4)CC2)=C[C@@H](C(C)(C)C)[C@@H]1CCCO	-6.2	-0.3	-8.4	-0.8	1.3	0.5	-4.7	-0.9
